Screening data deposited in PubChem by National Center for Advancing Translational Sciences (NCATS).
GCN5L2 inh: qHTS Assay for Inhibitors of GCN5L2 | Histone acetyltransferase KAT2A (Homo sapiens), Q92830 | GCN5L2 HAT assay, ThioGlo1 CoA-SH fluorescence | Potency, µM (titrated, usually from 58.9 µM), inactives show top-dose activity change, negative = inhibition, most hits filed as inhibitors | 390,000 compounds, 0.21% hits
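Titration-based screen in which CoA formation is detected via maleimide probe ThioGlo1 (50uM) turning fluorescent on thiol reaction; substrates H3(1-25) 75uM and acetyl-CoA 70uM, GCN5L2 20nM, 20 min incubation at room temperature.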
FEN1 inh: qHTS Assay for the Inhibitors of Human Flap endonuclease 1 (FEN1) | P39748 | Recombinant FEN1 flap cleavage, fluorescence, 15 min | Potency, µM (highest dose often 114 µM), for inactives: at the highest dose activity change, negative = inhibition, hits mostly inhibitors | 390,000 compounds, 0.35% hits | AID 588795, 2011; further: nearly all actives have a fitted effect of over 65% in size
Target sequence (P39748 whole entry, looked up): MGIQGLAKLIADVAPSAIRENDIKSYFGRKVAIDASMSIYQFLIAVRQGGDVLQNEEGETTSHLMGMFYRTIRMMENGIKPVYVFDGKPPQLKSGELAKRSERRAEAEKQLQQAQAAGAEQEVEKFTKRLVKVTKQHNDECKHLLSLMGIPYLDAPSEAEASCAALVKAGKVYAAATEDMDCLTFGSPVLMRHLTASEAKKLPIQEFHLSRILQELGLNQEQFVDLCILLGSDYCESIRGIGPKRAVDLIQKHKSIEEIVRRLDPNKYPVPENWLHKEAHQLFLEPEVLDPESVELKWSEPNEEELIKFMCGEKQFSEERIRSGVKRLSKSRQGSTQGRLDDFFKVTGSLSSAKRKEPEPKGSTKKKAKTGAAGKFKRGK
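Read-out was taken twice, immediately and after 15 min, following addition of 50 nM substrate to 10 nM FEN1 that had sat with test compound for 15 min at room temperature. Curves came from a four-parameter Hill model.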
N370S GC mod: qHTS Assay for Inhibitors and Activators of N370S glucocerebrosidase as a Potential Chaperone Treatment of Gaucher Disease | N370S GC spleen homogenate, 4MU-glucoside fluorescence | 330,000 compounds, 0.092% hits | Lysosomal acid glucosylceramidase (Homo sapiens), P04062 | Potency, µM (highest dose often 59.4 µM), for the others: top-dose activity change, negative = inhibition, actives largely listed as inhibitors;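 further: 0% = full enzyme activity and -100% = no enzyme basal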
Numbers without * were called inactive; u = inconclusive; x = no result given; & = joins results of further samples; [ ] = another dose, or the depositor's remark. The call rests on the fitted dose curve; in most records, active means well fitted curve in the direction sought with a large enough effect; inconclusive means small, poorly fitted or top-dose-only effect, or another doubt; inactive means no such curve, though single readings can be large; an effect the other way counts as inactive or inconclusive. Unless noted, on the % scale 0 is the no-effect control and ±100 the full control effect; potency means the concentration at half of the fitted maximal effect. The list is partial, so the mix of outcomes need not match the whole.

SMILES	GCN5L2 inh	FEN1 inh	N370S GC mod
Cc1ccc(NC(=O)NC2C(NC(=O)Nc3ccc(C)cc3)N(C)C(=O)N2C)cc1 (stereo unspecified)	-6.8%	-5.4%	16.0%
CCCCOC(=O)n1c(=O)oc2cc(S(=O)(=O)N3CCCCC3)ccc21	-3.9%	-18.6%	-2.3%
CCOc1ccc2c(c1)C(c1ccc(C)cc1)=NNC(c1ccc(C)cc1)=N2	-14.9%	-7.3%	3.8%
NC(=S)N/N=C/c1c(O)ccc2ccccc12	0.0%	5.8%	-4.3%
O=C(N/N=C\c1ccco1)c1cncc(Br)c1	-8.8%	x	3.0%
CCOc1ccccc1NC(=O)CSc1nccn1Cc1ccc(F)cc1	-0.8%	4.3%	x
Nc1nccc(-c2ccc(-n3cnc4ccccc43)cc2)n1	-3.2%	7.9%	2.5%
COc1ccc(S(=O)(=O)n2c(CCN3CCOCC3)nc3ccccc32)cc1	-7.6%	4.5%	-24.9%
CC(=O)Nc1ccc(S(=O)(=O)N(C)CC(=O)NCCOc2ccccc2)cc1	-0.1%	1.4%	x
COc1ccc(OC)c(S(=O)(=O)Nc2cccc(-c3ccc4nncn4n3)c2)c1	-6.4%	-13.1%	-2.7%
COc1ccc(Cn2ccc3nc(C)c(C(=O)NCc4ccc(OC)cc4OC)cc3c2=O)cc1	-11.1%	-9.7%	x
COc1cc2c(cc1OC)/C(=C/C(=O)N1CCOCC1)NC(C)(C)C2	u	-3.1%	17.0%
CCN(C(=O)CSc1nnc2c3ccccc3n(CC)c2n1)C1CCS(=O)(=O)C1 (stereo unspecified)	5.8%	-10.2%	4.0%
COc1cc(OC)c(NS(=O)(=O)c2coc(C(N)=O)c2)cc1Cl	-7.2%	1.8%	-1.5%
CCN(C(=O)COC(=O)CNC(=O)c1ccc(C)cc1)c1c(N)n(Cc2ccccc2)c(=O)[nH]c1=O	-5.2%	-11.2%	x
Cc1csc(SCC(=O)NC(=O)NC(C)(C)C)n1	-2.8%	-3.4%	-5.2%
O=C(NCc1ccco1)c1ccccc1Br	-8.5%	7.9%	5.6%
Cc1c(Cl)cccc1NC(=O)COC(=O)Cc1ccsc1	-1.8%	-2.7%	x
CCOC(=O)c1ccc(NC(=O)NCc2c(C)nn(CC)c2C)cc1	2.8%	5.1%	-0.9%
COc1ccc2ccc(=O)oc2c1CC(=O)C(C)C	-0.9%	-7.4%	x
CCNc1ncc2nc(CCc3ccccc3)c(=O)n(-c3ccc(OC)cc3)c2n1	2.2%	x	-4.7%
CCCc1cc(=O)oc2cc(C)cc(OCC(=O)NCC(O)c3ccccc3)c12 (stereo unspecified)	-5.0%	-8.3%	2.4%
COc1ccc(-c2csc3ncnc(Nc4cccc(OC)c4)c23)cc1	-0.7%	6.1%	x
Cc1ccc(S(=O)(=O)N2CCC(=O)N(C(COCc3cccc(C(F)(F)F)c3)Cc3ccccc3)CC2)cc1 (stereo unspecified)	-12.3%	0.2%	3.5%
COc1cc(NC(=O)c2cccc(F)c2)ccc1NC(=O)c1cc2ccccc2o1	26.1%&11.6%	6.8%&-5.4%	-6.3%
CCOc1ccc(NC(=O)CNC(=O)c2ccco2)cc1	3.5%	3.0%	-6.2%
O=S(=O)(Nc1ccc(F)c(Cl)c1)c1ccc(Br)s1	-5.3%	-10.1%	x
Cc1ccccc1OCCC(=O)OCC(=O)Nc1c(F)cccc1F	-5.4%	1.0%	-9.3%
CCn1c(SCc2nc(-c3ccccc3)no2)nnc1-c1ccco1	-4.7%	-14.4%	1.9%
Cn1cc(S(=O)(=O)c2cccc(Cl)c2)c(=O)c2cc(F)c(N3CCCCC3)cc21	0.3%	-5.5%	x
COc1ccccc1NC(=O)Nc1ccnn1C1CCN(C(=O)c2cscn2)CC1	-12.7%	44.7µM*	19.8%
N#CC1=C(SCC(N)=O)NC2=C(C(=O)c3ccccc32)C1c1ccc(Cl)cc1 (stereo unspecified)	32.8%[activator]	14.0%	-10.8%
CCc1ccc(OCC(=O)Nc2cc3oc4ccccc4c3cc2OC)c(Br)c1	1.1%	-11.3%	x
O=C(CNC(=O)c1ccncc1)N/N=C/c1cc(Br)ccc1O	-1.1%	2.8%	6.4%
COc1ccccc1NC(=O)Nc1nc(CC(=O)N2CCN(c3ccccc3OC)CC2)cs1	-12.2%	-13.4%	-22.8%
O=c1c2c3nc4ccccc4nc3n(/N=C/c3cccs3)c2ncn1-c1ccccc1	0.1%	x	-19.7%
O=[N+]([O-])c1cccc2c(Br)[nH]nc12	u	x	-6.1%&12.2%&2.5%&15.9%&-18.7%
CCc1ccc(CNC(=O)CCc2c(C)nn(-c3ccc(N4CCCCC4)nn3)c2C)cc1	-0.5%	-6.3%	x
C=CCNC(=O)CN1CCC(O)(c2ccccc2)CC1	-3.6%	-15.8%	1.9%
O=C(Nc1cccc(F)c1)C1CCN(S(=O)(=O)c2cccc3nsnc23)CC1	-7.5%	-15.5%	x

Reprinted from the part before: two entries, then new ones.
SMILES	GCN5L2 inh	FEN1 inh	N370S GC mod
C=CCNC(=O)CN1CCC(O)(c2ccccc2)CC1	-3.6%	-15.8%	1.9%
O=C(Nc1cccc(F)c1)C1CCN(S(=O)(=O)c2cccc3nsnc23)CC1	-7.5%	-15.5%	x
COc1ccc(CCCc2n[nH]c(=S)o2)c(C)c1	-3.5%	19.0%	8.4%
COc1ccc(CCNC(=O)[C@@H](NC(=O)N2CC(=O)Nc3ccccc32)C(C)C)cc1OC	0.3%	17.1%	-15.3%
Cc1cc(C)c(NC(=O)Cc2ccc(-n3c(C)nc4cccnc43)cc2)c(C)c1	-0.2%	-10.8%	x
CN(C)CCCNC(NC(=O)/C=C/c1ccccc1)C(Cl)(Cl)Cl (stereo unspecified)	-0.9%	0.4%	1.4%
CCC(=O)N1CCc2cc(S(=O)(=O)NC(C(=O)N3CCc4ccccc4C3)C(C)C)ccc21 (stereo unspecified)	0.9%	-3.6%	1.2%
O=C(CN1CCCC1)Nc1cc(C(F)(F)F)cc(C(F)(F)F)c1	u	12.8%	-9.6%
COc1cccc(N/C=C(\C#N)c2ccc(OCCCF)cc2)c1	-6.3%	2.8%	1.4%
COc1cc(C(=O)N/N=C/c2ccc(OC)c(CN3CCN(c4ccc(F)cc4)CC3)c2)ccc1O	-6.5%	-21.0%	-4.2%
COC(=O)COc1ccc(S(=O)(=O)N2CCN(c3ccc(OC)cc3)CC2)cc1	-5.8%	-9.0%	-0.4%
CCCCCCN1CC(O)=C(c2ccccc2)C1=N	1.2%	7.4%	0.4%
CCc1ccc(NC(=S)N(Cc2ccc(Cl)cc2)Cc2ccc(C(=O)O)cc2)cc1	u	1.9%	18.9%
CCNC(=S)N=Nc1c(O)[nH]c2ccc(C(C)C)cc12	-0.6%	8.7%	26.6%
Cc1ccc(C)c(S(=O)(=O)Nc2ccccc2C(=O)Nc2ccccc2N2CCOCC2)c1	-2.9%	-19.6%	8.3%
COc1ccc(-c2cc(C(F)(F)F)nc(SCC(=O)NCc3cccs3)n2)cc1	-3.7%	-6.6%	-3.6%
COc1ccc(Cn2nnnc2C(c2cccs2)N2CCN(c3ccccc3)CC2)cc1 (stereo unspecified)	-7.4%	-1.8%	4.5%[2.35 µM]
COc1cc(S(=O)(=O)N2CCCCC2)ccc1NC(=O)/C=C/c1ccccc1	-5.8%	-16.8%	2.7%
COc1cc(-c2noc(CN3CCN(c4cccc(Cl)c4)CC3)n2)cc(OC)c1OC	-11.4%	16.0%	x
CCC(=O)NCc1csc(-c2cccs2)n1	-6.0%	-0.2%	u
Cc1ccc2nc(N(Cc3cccnc3)C(=O)CCS(=O)(=O)c3ccccc3)sc2c1	-2.2%	-4.4%	x
Cc1cccc(NC(=O)c2nnn(CC(=O)Nc3ccc(C(C)C)cc3)c2N)c1C	-3.0%	0.0%	x
Cc1cc(=O)oc2c3c(ccc12)OCN(Cc1ccccc1Cl)C3	-19.8%	-5.0%	x
CCCCCCNCC(=O)N1CCC(Cc2ccccc2)CC1	-5.3%	-1.8%	-16.2%
CCS(=O)(=O)c1ncc(Cl)c(C(=O)N(Cc2ccccc2)c2ccc(OC)cc2)n1	1.2%	7.3%	x
COC(=O)C1CCN(C(=O)CC(NC(=O)C(F)(F)F)c2cccs2)CC1 (stereo unspecified)	0.3%	3.3%	-6.1%
O=C(O)CSCC(=O)Nc1ccccc1SCCS(=O)(=O)c1ccc(Cl)cc1	-3.7%	-4.4%	0.2%
O=C(CN1C(=O)S/C(=C\C=C\c2ccccc2)C1=O)Nc1ccc(C(=O)O)cc1	u	1.8%	-3.4%
COc1ccc([N+](=O)[O-])cc1NC(=O)CSc1nccc(C)n1	-2.6%	2.8%	-1.6%
COc1ccc(OC)c(S(=O)(=O)NC2CCCCNC2=O)c1 (stereo unspecified)	25.7%	-1.3%	-5.2%
COc1cc(OC)cc(C(=O)N2CCN(C(=O)c3cccnc3)CC2)c1	3.0%	-0.4%	2.0%
O=C(NCc1ccco1)c1cc(Cl)nc(Cl)c1	1.9%	-9.0%	-3.7%
COC(=O)c1cccc(NC(=O)CCc2ccccc2)c1	0.4%	-1.0%	6.2%
O=C(CSc1nncc2ccccc12)Nc1ccccc1	-0.7%	3.3%	5.3%
CC(C)CC(=O)NCC(c1ccc2c(c1)OCO2)N1CCN(c2ccccc2F)CC1 (stereo unspecified)	3.2%	1.8%	x
COC(=O)C(N)Cc1ccc(O)c(O)c1 (stereo unspecified)	-1.2%	-1.4%	-5.6%
O=[N+]([O-])c1nn(-c2ccc(Cl)cc2)n(O)c1=NCc1ccncc1	-10.3%	13.4%	-2.2%
CCOc1cc(N2CCOCC2)c(OCC)cc1NC(=O)COC(=O)[C@H](Cc1c[nH]c2ccccc12)NC(C)=O	-6.4%	-11.0%	8.6%
Cc1cccc2c(=O)cc(CSc3ccccc3NC(=O)c3cccc(Br)c3)[nH]c12	0.3%	3.3%	x
NC(=O)CCCn1c(C(=O)c2ccc(Cl)cc2)c2ccc(C(F)(F)F)cc2[n+]1[O-]	-7.0%	-3.7%	-8.5%
Cc1ccccc1CCNC(=O)C1CCC(=O)N(CCc2cccc(F)c2)C1 (stereo unspecified)	-17.6%	-5.9%	-5.4%
CCc1ccc(C(=O)Nc2cccc(-c3nc4cc(C(C)C)ccc4o3)c2)cc1	-3.0%	12.7%	x
O=C(O)c1cc(-c2ccc3ccccc3c2)nc2ccc(F)cc12	-30.3%	-13.4%	19.2%
COc1ccc2c(c1)CC(C(=O)NCCN1CCN(c3ccccc3F)CC1)CO2 (stereo unspecified)	-0.5%	16.8%	x
CNC(=O)COc1ccc(S(=O)(=O)Nc2ccc(OC)cc2)cc1	-10.2%	-7.3%	-1.4%
O=C(CSc1nc2ccccc2c(=O)n1-c1ccc(F)cc1)NC1CC1	-3.6%	2.4%	x
O=C(O)c1ccccc1/C=N/NC(=O)C1CCCCC1	0.7%	-13.5%	-2.9%
CCOC(=O)c1ccc(NS(=O)(=O)c2c(C)[nH]c(C)c2C(=O)N2CCCCC2)cc1	-4.4%	-1.4%	-22.1%
CCN(CC)CCCN1C(=O)C(O)=C(C(=O)c2cc3ccccc3o2)C1c1ccccn1 (stereo unspecified)	-2.9%	7.4%	-1.3%
Cc1cccc(/C=C/C(=O)c2ccc([N+](=O)[O-])o2)c1	u	1.7%	-1.7%
CC1CCC(NC(=O)c2ccc(NC(=O)c3ccc(=O)[nH]c3)cc2)CC1 (stereo unspecified)	1.3%	x	1.4%
O=C(NCSc1ccncn1)c1ccccc1	-7.1%	4.9%	-5.5%
O=C(CCn1c(=O)sc2ccccc21)NC1CCCCC1	1.1%	9.3%	-27.4%
COc1ccc(CCNC(=O)c2ccc3c(SCC(=O)O)c4c(nc3c2)CCCC4)cc1OC	-10.1%	5.4%	-5.1%

Record cards (already shown). Order of values: GCN5L2 inh | FEN1 inh | N370S GC mod
`O=C(NCSc1ccncn1)c1ccccc1` is listed with -7.1% | 4.9% | -5.5%
`CCOC(=O)c1ccc(NS(=O)(=O)c2c(C)[nH]c(C)c2C(=O)N2CCCCC2)cc1` is listed with -4.4% | -1.4% | -22.1%
`O=C(O)c1cc(-c2ccc3ccccc3c2)nc2ccc(F)cc12` is listed with -30.3% | -13.4% | 19.2%
`O=C(O)c1ccccc1/C=N/NC(=O)C1CCCCC1` is listed with 0.7% | -13.5% | -2.9%
`CCN(CC)CCCN1C(=O)C(O)=C(C(=O)c2cc3ccccc3o2)C1c1ccccn1` (stereo unspecified) is listed with -2.9% | 7.4% | -1.3%

FEN1 inh, hit marks shown above.
SMILES	GCN5L2 inh	FEN1 inh	N370S GC mod
COc1ccccc1NC(=O)Nc1ccnn1C1CCN(C(=O)c2cscn2)CC1	-12.7%	44.7µM*	19.8%
